# EPAC1 ag: agonists of human EPAC1 | O95398 | EPAC1 agonist qHTS, biochemical assay; response scale: 100% = response to 6.5 mM cAMP | Potency, µM (highest dose often 154 µM), without a hit: at the highest dose activation, actives largely listed as activators | 360,000 compounds, 0.073% hits; further: potency means the concentration at half of the fitted maximal effect; nearly all actives have a fitted effect of over 60% in size
#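 Read-out is the fluorescence drop as BODIPY-GDP leaves Rap1B (480 nm excitation, 540 nm emission), recorded every 5 minutes over 30 minutes. Reactions held 100 nM EPAC1, 250 nM Rap1B–BODIPY-GDP and 50 uM GDP, with 6.5 mM cAMP setting full activation.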
# Abeta yeast res: A-beta toxicity reversal in yeast; yeast expressing A-beta42, growth rescue, OD600, 48 h; response scale: 0% DMSO, 100% iron-clioquinol control; Potency, µM (highest dose often 46.1 µM), without a hit: at the top dose growth rescue, usual class: activators; 410,000 compounds, 0.063% hits; AID 1347071; further: potency means the concentration at half of the fitted maximal effect; nearly all actives have a fitted effect of over 55% in size
#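 Yeast A-beta toxicity model in growth medium with pinned compounds, 48 h at 30 C; growth read as absorbance at 600 nm. Normalized to FeCl3/clioquinol equimolar mix (positive) and DMSO (negative).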
# EPAC1 antagonist: blocks human EPAC1 exchange factor. O95398. EPAC1 GEF assay, Rap1b-BODIPY-GDP exchange fluorescence. Potency, µM (titrated, usually from 115 µM), for inactives: top-dose activity change, negative = inhibition, most hits filed as inhibitors. 360,000 compounds, 0.14% hits. AID 720709;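 further: potency means the concentration at half of the fitted maximal effect; plate controls were vehicle for no effect and positive control for full effect; nearly all actives have a fitted effect of over 50% in size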
# FUS yeast rescue: FUS proteinopathy suppression in yeast | S. cerevisiae FUS-expressing, growth rescue, OD600, 24 h | Potency, µM (top dose mostly 76.6 µM), for inactives: top-dose growth rescue (activation), most hits filed as activators | 390,000 compounds, 0.24% hits | AID 1347120;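 further: potency means the concentration at half of the fitted maximal effect; plate controls were DMSO vehicle for no effect and reference control for full effect; nearly all actives have a fitted effect of over 55% in size; some results filed as inactive show a strong effect at the top dose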
#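 Restored growth of FUS-toxic S. cerevisiae, read as 600 nm absorbance after 24 h at 30C in galactose medium (starting OD 0.005). Controls CP55940 and DMSO.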
# PLK1 PBD block: PLK1 (human) polo-box domain binding inhibition; 360,000 compounds, 2.8% hits; Potency, µM, inactives show max response, negative = inhibition, usual class: inhibitors; Plk1 PBD binding of FITC phosphopeptide, fluorescence polarization; AID 720504; further: potency means the concentration at half of the fitted maximal effect; series mostly up to about 57 µM; on the % scale 0 is the no-effect control and ±100 the full control effect; nearly all actives have a fitted effect of over 65% in size
# WRN inhibitor: WRN helicase (human) inhibition | WRN helicase unwinding, fluorescent forked duplex, kinetic | Potency, µM (series often up to 114 µM), without a hit: at the top dose activity change, negative = inhibition, usual class: inhibitors | 360,000 compounds, 0.46% hits | AID 651768; further: potency means the concentration at half of the fitted maximal effect; on the % scale 0 is the no-effect control and ±100 the full control effect; nearly all actives have a fitted effect of over 55% in size
# Target sequence (Q14191 whole entry, looked up): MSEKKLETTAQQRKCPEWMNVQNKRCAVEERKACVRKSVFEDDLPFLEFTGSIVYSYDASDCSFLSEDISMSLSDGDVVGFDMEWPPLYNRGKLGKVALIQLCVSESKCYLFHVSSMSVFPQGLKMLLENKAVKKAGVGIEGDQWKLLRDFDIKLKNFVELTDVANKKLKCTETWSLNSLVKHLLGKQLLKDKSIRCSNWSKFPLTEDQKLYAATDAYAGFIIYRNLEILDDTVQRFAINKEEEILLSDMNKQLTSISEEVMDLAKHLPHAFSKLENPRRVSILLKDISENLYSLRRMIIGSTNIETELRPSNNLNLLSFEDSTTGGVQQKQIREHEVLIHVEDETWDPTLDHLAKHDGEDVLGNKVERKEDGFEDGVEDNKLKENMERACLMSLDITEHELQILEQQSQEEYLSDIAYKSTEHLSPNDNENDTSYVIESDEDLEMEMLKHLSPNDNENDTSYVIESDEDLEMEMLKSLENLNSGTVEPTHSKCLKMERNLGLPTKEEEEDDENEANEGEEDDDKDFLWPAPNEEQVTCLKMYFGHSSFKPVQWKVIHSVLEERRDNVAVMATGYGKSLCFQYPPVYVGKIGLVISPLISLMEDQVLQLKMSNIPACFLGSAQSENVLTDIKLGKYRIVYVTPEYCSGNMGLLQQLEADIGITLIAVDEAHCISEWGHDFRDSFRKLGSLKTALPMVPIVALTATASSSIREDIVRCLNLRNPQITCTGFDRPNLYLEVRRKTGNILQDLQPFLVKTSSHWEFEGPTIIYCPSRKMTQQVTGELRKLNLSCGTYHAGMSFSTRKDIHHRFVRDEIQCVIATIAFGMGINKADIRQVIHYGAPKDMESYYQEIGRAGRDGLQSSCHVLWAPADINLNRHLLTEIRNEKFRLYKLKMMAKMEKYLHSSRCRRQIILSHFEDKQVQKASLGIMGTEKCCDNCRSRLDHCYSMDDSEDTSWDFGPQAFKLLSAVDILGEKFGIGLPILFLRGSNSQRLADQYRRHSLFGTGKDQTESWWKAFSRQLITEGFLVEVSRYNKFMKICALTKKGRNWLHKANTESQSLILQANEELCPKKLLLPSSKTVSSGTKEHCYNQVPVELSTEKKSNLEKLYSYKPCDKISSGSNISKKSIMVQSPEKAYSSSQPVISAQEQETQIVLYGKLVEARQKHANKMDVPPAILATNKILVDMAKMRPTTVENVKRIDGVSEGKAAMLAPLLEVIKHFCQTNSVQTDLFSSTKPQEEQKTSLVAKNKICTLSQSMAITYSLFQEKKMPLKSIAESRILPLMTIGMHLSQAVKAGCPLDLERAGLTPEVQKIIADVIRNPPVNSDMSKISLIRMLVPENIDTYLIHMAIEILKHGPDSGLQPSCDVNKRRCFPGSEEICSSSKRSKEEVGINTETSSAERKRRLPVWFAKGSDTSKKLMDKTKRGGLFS
#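 Kinetic fluorescence helicase assay: unwinding of a quenched forked DNA duplex (100 nM final) with 2 mM ATP final raises red fluorescence (525/598 nm). Compounds sat 15 min at room temperature with 20 nM WRN beforehand.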
# PI5P4Ka inh: inhibitors of human PI5P4K alpha; P48426; PI5P4Kalpha enzyme, ADP-Glo luminescence, 60 min; active compounds read low; max response, %; 330,000 compounds, 1.2% hits; AID 652105; active means max response of -50% or lower; inconclusive means between -30% and -50%; inactive means -30% or higher; further: value at the top dose of about 77 µM; on the % scale 0 is the no-effect control and ±100 the full control effect
#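 Enzyme plus substrate dispensed, test compounds pinned in, then ATP (5 microM final) added. After 60 min at RT, ADP-Glo reagent 1 for 45 min and reagent 2 for 30 min preceded luminescence imaging.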
# IL2 activator: activates IL-2 in a cell-based reporter assay. AID 652025. IL-2 activation reporter assay, cell-based qHTS; stimulated with anti-CD3/CD4/CD28 beads; in transgenic mouse T cells. 360,000 compounds, 0.065% hits. activation, % (series mostly up to about 46 µM); in the data active means activation above about 50%; inconclusive means mostly about 30% to 49%; further: 0% is about no effect
#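 Quantitative HTS in unstimulated transgenic mouse T cells, with memory T cells as non-tolerant control and PMA/ionomycin as tolerance-bypass control. Compound pretreatment lasted 60 minutes before 18 h bead stimulation; EGFP/DsRed fluorescence read.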
# Numbers without * were called inactive; ? = inconclusive; · = no result given; [ ] = remark or other dose. Unless noted, the call rests on the fitted dose curve; in most records, active means well fitted curve in the direction sought with a large enough effect; inconclusive means small, poorly fitted or top-dose-only effect, or another doubt; inactive means no such curve, though single readings can be large; an effect the other way counts as inactive or inconclusive.
SMILES,EPAC1 ag,Abeta yeast res,EPAC1 antagonist,FUS yeast rescue,PLK1 PBD block,WRN inhibitor,PI5P4Ka inh,IL2 activator
COc1ccc(CC(C)CC(=O)NCCc2ccc(OC)c(OC)c2)cc1 (stereo not drawn),3%,1%,2%,15%,-4%,2%,-6,-0.4
c1csc(CNc2ncnc3sccc23)c1,-3%,20%,13%,27%,0%,-8%,1,-2.4
COc1cccc(/C(N)=N/OC(=O)Cc2ccccc2[N+](=O)[O-])c1,-1%,-5%,-12%,5%,-2%,-10%,5,-0.8
CC(=O)c1ccc(N2CCN(Cc3nc4ccccc4[nH]3)CC2)cc1,5%,-5%,0%,30%,-2%,4%,-7,1.8
Cc1ccc(NS(=O)(=O)c2ccc(C)c(NC(=O)COc3ccccc3)c2)c(C)c1,9%,-29%,-14%,·,-5%,-32%,-1,-5.3
CCn1nc(C(=O)Nc2ccc(C)c(C)c2)c(Cl)c1Cl,7%,-6%,-2%,0%,-10%,-5%,1,-3.6
Cc1c(NC(=O)CSc2nnc(-c3ccccc3F)o2)c(=O)n(-c2ccccc2)n1C,4%,-4%,2%,-29%,-3%,6%,0,-1.4
COc1ccc(C(=O)NCc2nnc(SCCOc3ccccc3)n2C)cc1,-5%,-13%,-6%,4%,17µM*,-23%,-24,0.5
CC(C)C(=O)N1CCN(c2ccccc2NC(=O)c2ccc(Br)o2)CC1,10%,-50%[inhibitor],-3%,16%,-6%,2%,-4,-0.9
COc1ccc(C(C(=O)NCC2CCCO2)N(Cc2cccs2)C(=O)c2snc(C(N)=O)c2N)cc1 (stereo not drawn),2%,16%,-4%,21%,-5%,-1%,3,-0.3
Cc1ccc(C)c(C(=O)C(C)OC(=O)CN2C(=O)NC3(CC(C)CC(C)(C)C3)C2=O)c1 (stereo not drawn),-20%,15%,-23%,19%,-4%,-11%,0,-2.0
COc1ccc(CN(C)C(=O)c2cc(S(=O)(=O)NCc3ccccc3)ccc2C)c(OC)c1,10%,12%,0%,?,-10%,-1%,0,-0.8

# In a second layout: entries from further up.
Structure | EPAC1 ag | Abeta yeast res | EPAC1 antagonist | FUS yeast rescue | PLK1 PBD block | WRN inhibitor | PI5P4Ka inh | IL2 activator
COc1ccc(CC(C)CC(=O)NCCc2ccc(OC)c(OC)c2)cc1 (stereo not drawn) | 3% | 1% | 2% | 15% | -4% | 2% | -6 | -0.4
c1csc(CNc2ncnc3sccc23)c1 | -3% | 20% | 13% | 27% | 0% | -8% | 1 | -2.4
COc1cccc(/C(N)=N/OC(=O)Cc2ccccc2[N+](=O)[O-])c1 | -1% | -5% | -12% | 5% | -2% | -10% | 5 | -0.8
CC(=O)c1ccc(N2CCN(Cc3nc4ccccc4[nH]3)CC2)cc1 | 5% | -5% | 0% | 30% | -2% | 4% | -7 | 1.8
Cc1ccc(NS(=O)(=O)c2ccc(C)c(NC(=O)COc3ccccc3)c2)c(C)c1 | 9% | -29% | -14% | · | -5% | -32% | -1 | -5.3
CCn1nc(C(=O)Nc2ccc(C)c(C)c2)c(Cl)c1Cl | 7% | -6% | -2% | 0% | -10% | -5% | 1 | -3.6
Cc1c(NC(=O)CSc2nnc(-c3ccccc3F)o2)c(=O)n(-c2ccccc2)n1C | 4% | -4% | 2% | -29% | -3% | 6% | 0 | -1.4
COc1ccc(C(=O)NCc2nnc(SCCOc3ccccc3)n2C)cc1 | -5% | -13% | -6% | 4% | 17µM* | -23% | -24 | 0.5
CC(C)C(=O)N1CCN(c2ccccc2NC(=O)c2ccc(Br)o2)CC1 | 10% | -50%[inhibitor] | -3% | 16% | -6% | 2% | -4 | -0.9
COc1ccc(C(C(=O)NCC2CCCO2)N(Cc2cccs2)C(=O)c2snc(C(N)=O)c2N)cc1 (stereo not drawn) | 2% | 16% | -4% | 21% | -5% | -1% | 3 | -0.3
Cc1ccc(C)c(C(=O)C(C)OC(=O)CN2C(=O)NC3(CC(C)CC(C)(C)C3)C2=O)c1 (stereo not drawn) | -20% | 15% | -23% | 19% | -4% | -11% | 0 | -2.0
COc1ccc(CN(C)C(=O)c2cc(S(=O)(=O)NCc3ccccc3)ccc2C)c(OC)c1 | 10% | 12% | 0% | ? | -10% | -1% | 0 | -0.8

# The listing continues.
SMILES,EPAC1 ag,Abeta yeast res,EPAC1 antagonist,FUS yeast rescue,PLK1 PBD block,WRN inhibitor,PI5P4Ka inh,IL2 activator
NC(N)=N/N=C/c1ccccc1OC(F)F,2%,8%,8%,3%,3%,7%,-5,-4.0
CC(=O)NN1C(=O)/C(=C\c2ccc(O)cc2)SC1=S,3%,-19%,15%,7%,85%[activator],-21%,-14,1.9
N#C/C(C(=O)N1CCOCC1)=C1/SC(Cc2ccc(F)cc2)C(=O)N1c1ccccc1 (stereo not drawn),-5%,-8%,-7%,5%,1%,-20%,2,1.1
Cc1cc(C)c(-c2csc(NC(=O)c3cc([N+](=O)[O-])ccc3N3CCOCC3)n2)c(C)c1,16%,3%,6%,-4%,-11%,-31%[57.1 µM],1,-3.5
Cc1ccc(C)c(N(C)C(=O)c2ccc3c(=O)n4c(nc3c2)CCCCC4)c1,-2%,-17%,9%,-6%,0%,1%,2,-0.5
O=C(OC1CCS(=O)(=O)c2sccc21)c1ccccc1 (stereo not drawn),3%,9%[9.22 µM],-7%,-24%,-10%,-12%,7,0.2
CC(=O)CC1c2cc(F)ccc2C=C(c2ccsc2)N1c1ccc(C#CC2(O)CCCCC2)cc1 (stereo not drawn),3%,11%,12%,30%,-2%,1%,-1,0.0
CC(C)N1C(=O)CCC1C(=O)NCCc1ccc(Cl)cc1 (stereo not drawn),2%,-12%,-1%,-26%,-5%,-5%,0,-2.8
O=C(N/N=C1\CCS(=O)(=O)c2ccc(F)cc21)c1ccc(O)cc1,8%,5%,1%,-10%,3%,-2%,?,-1.0
O=C(CSc1nnc(-c2ccccc2Cl)o1)Nc1ccc2c(c1)OCCO2,28%,3%,3%,25%,-2%,-9%,·,-3.3
O=C(NCCS(=O)(=O)c1ccc(Cl)cc1)c1ccc(F)cc1,0%,-30%,-18%,4%,21µM*,2%,-20,2.1
O=C(NCCc1ccccc1)C(=O)c1c[nH]c2ccccc12,2%,17%,-13%,14%,7%,1%[57.1 µM],1,-1.3
COc1cc(CCCN2CCNC[C@@H]2c2ccccc2)cc(OC)c1OC,-9%,-17%,-10%,-12%,-12%,-2%,-2,-1.1
O=C(NCCN1CCCCC1)Nc1ccc(Cl)cc1,-4%,8%,-14%,22%,-14%,10%,4,-1.6
O=S(=O)(c1ccc(S(=O)(=O)N(Cc2ccco2)Cc2ccccc2Cl)cc1)N1CCCC1,7%,2%,?,-15%,-8%,6%,6,2.0
COc1cccc(N2CCN(Cc3ncc(-c4ccccc4)o3)CC2)c1,-10%,1%,2%,10%,2%,0%,-9,0.0
COc1ccccc1NC(=O)COC(=O)c1ccc(S(=O)(=O)NCc2ccco2)cc1,6%,2%,1%,8%,-6%,-10%,-23,1.2
CCOc1ccc(N(CC(=O)NCCc2ccccc2)C(=O)CCC(=O)Nc2cc(C)ccn2)cc1,8%,-11%,-6%,?,-13%,2%,5,-1.3
O=C(COc1ccc2ccc(=O)oc2c1)Nc1cc([N+](=O)[O-])ccc1F,-2%,6%,-9%,5%,-4%,0%,-2,-4.5
C=CCNC(=S)N1CCOCC1,2%,-2%,-5%,-22%,-5%,7%,-5,0.0
CCOC(=O)[C@]12CCC=C1N(Cc1ccc3c(c1)OCO3)C(=O)[C@H](CC(=O)N1CCSCC1)C2,0%,-2%,-11%,22%,-3%,3%,6,0.2
O=C(OCc1ccccc1Cl)c1ccc(-n2cnnc2)cc1,7%,-9%,-9%,16%,-2%,3%,·,-3.4
COC(C(=O)Nc1c(F)cccc1F)c1ccccc1 (stereo not drawn),-15%,-8%,7%,0%,0%,-3%,2,-0.1
COc1cccc(-c2cc(C(F)(F)F)n3ncc(C(=O)N4CCc5ccccc5C4)c3n2)c1,16%,-6%,-4%,19%,-12%,4%,0,-1.2
O=C1CCCC2=C1C(c1ccco1)Nc1ccc(C(=O)c3ccccc3)cc1N2 (stereo not drawn),-7%,-9%,-6%,?,-8%,-24%,?,-0.4
Cc1cccc(NC(=S)N(CCCN2CCOCC2)C(C)c2cc3ccccc3o2)c1C (stereo not drawn),14%,18%,1%,5%,5%,-5%,1,-0.6
CCN(CC)c1ccc(/C=N/N2CCOCC2)cc1,-5%,10%,-22%,10%,-8%,-6%,-2,0.7
CSc1nc(-c2ccccc2)nc(NC(=O)c2ccccc2)c1C(C)=O,4%,4%,2%,-24%,-10%,5%,9,-0.9
Cc1ccc(S(=O)(=O)N2CCOC2CNC(=O)C(=O)NCc2ccc(Cl)cc2)cc1 (stereo not drawn),1%,-4%,-6%,·,8%,3%,-9,1.0
O=C(NC1CCCC1)c1ccc(Cl)c(S(=O)(=O)N2CCCCC2)c1,7%,-9%,-5%,15%,-9%,5%,0,-3.5
O=C(NC1CCCCC1)C1CCN(c2cnccn2)CC1,7%,-9%,-2%,-2%,-7%,2%,·,-0.9
O=[N+]([O-])c1cccc(S(=O)(=O)NCc2ccncc2)c1,-5%,-14%,?,5%,-20%,-28%,1,0.0
O=C(CC1SCCNC1=O)Nc1ccccc1Cl (stereo not drawn),5%,13%,-3%,14%,-6%,-5%,-2,4.7
COC(=O)C1=C(CCc2ccccc2)NC(=O)NC1c1ccc(Cl)cc1 (stereo not drawn),4%,3%,-19%,-3%,-20%,-4%,-12,0.0
COc1ccccc1N1CCN(CC(C)N(C(=O)C2CCCCC2)c2ccccn2)CC1 (stereo not drawn),-5%,-18%,?,15%,-12%,-4%,21,-3.5
O=C(OCc1cc([N+](=O)[O-])cc2c1OCOC2)c1ccccn1,-10%,2%,-20%,0%,-12%,-3%,-2,-0.5
CC(=O)N=c1scc(-c2ccccc2)n1-c1cccc(O)c1,3%,4%,1%,-2%,-12%,0%,0,1.2
CCOc1ccc2nc(N3CCC(C(=O)N4CCN(c5ncccn5)CC4)CC3)sc2c1,-8%,-28%,-7%,-7%,-16%,1%,-2,1.4
COc1cccc(CNc2nc3nc(C)c(Cl)c(C)n3n2)c1,8%,-5%,-1%,?,-9%,-7%,0,-2.2
Cc1cccc(C)c1NC(=O)Cn1cc(C=O)c2ccccc21,10%,16%,-10%,-4%,6%,-14%,-3,1.0
Cc1cc(C(=O)NN)c(C)o1,5%,25%,9%,-37%,-5%,-2%,1,1.0

# From PubChem BioAssay
